# Hck-Nef inh: human Hck-Nef kinase inhibition. P08631. Recombinant Hck-YEEI plus Nef, Z-Lyte FRET kinase assay. inhibition, % at 20 µM. 0.68% of 220,000 active. AID 463187;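 active = Hck-Nef kinase inhibition above about 50%, limit read from the data; inactive = inhibition below that limit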;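 also: 0% = DMSO with Hck plus Nef and 100% = Hck alone without Nef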
# NPY2 pot ag: potentiators or agonists of human neuropeptide Y receptor Y2; P49146; cells expressing NPY-Y2, potentiator/agonist read-out; activation, % at 3.6 µM; 0.45% of 220,000 active; AID 1359; in the data active = activation above about 27%;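 also: cells stimulated with NPY near EC25 plus isoproterenol at EC100; 0% = vehicle plus submaximal agonist and 100% = vehicle plus saturating agonist; some results beyond the cut were filed as inactive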
# RBBP9 inhibitor: human RBBP9 hydrolase inhibition | recombinant RBBP9, FP-Rh probe fluorescence polarization | inhibition, % at 7.94 µM | 0.2% of 220,000 active;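 active = inhibition above the campaign mean of all tested compounds plus 3 SD, cut at about 14% in these data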;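 also: plate controls were DMSO wells with RBBP9 for no effect and wells lacking RBBP9 protein for full effect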
# Target sequence (O75884 whole entry, looked up): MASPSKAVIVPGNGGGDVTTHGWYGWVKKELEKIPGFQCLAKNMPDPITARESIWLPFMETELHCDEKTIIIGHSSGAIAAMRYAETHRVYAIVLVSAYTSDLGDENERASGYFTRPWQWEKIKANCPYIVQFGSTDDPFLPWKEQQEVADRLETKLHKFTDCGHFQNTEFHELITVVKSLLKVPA
#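 Test system – recombinant human RBBP9 · Input – RBBP9 2.5 µM in dispensing solution, pre-mixing · Medium – Tris buffer pH 8.0, NaCl, Pluronic · Schedule – preincubation 30 min plus labeling 45 min at 25 °C · Measured by – fluorescence polarization · Measure – % inhibition · Controls – DMSO and no-protein wells · Replicates – one well per compound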
# NPY Y1 blocker: blocks the human neuropeptide Y Y1 receptor; HEK293-CNG Y1 cells, membrane potential fluorescence; NPY at EC95, then isoproterenol; P25929; 1% of 200,000 active; inhibition, % at 3.6 µM;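 active = inhibition above the campaign mean inhibition of all tested compounds plus 3 SD, cut at about 20% in these data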;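 also: 0% = DMSO wells given NPY plus isoproterenol and 100% = isoproterenol alone without NPY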
#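 Material: HEK293 cells with Y1 receptor plus CNG channel; times: compound incubation 1 h at room temperature, readout 45 min post-stimulation; signal: fluorescence, membrane potential probe; read-out basis: fluorescence ratio normalized to % inhibition between controls; benchmarks: full-block control isoproterenol-only wells, zero-block control NPY plus isoproterenol wells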
# Mdm2 ligase inh: Mdm2 E3 ligase (human) inhibition. Q00987. cell-based MDM2 ubiquitination luciferase reporter, 2 h; 0 = plate control, 100 = twice control, blank-subtracted. signal enhancement, % at 5 µM. 0.11% of 210,000 active. AID 1230;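 active = signal enhancement of 30% or more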;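 also: luminescence tracks abundance of the self-degrading MDM2-luciferase fusion protein; higher signal means inhibition of MDM2 E3 ligase activity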
#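 Assay system: stable mammalian line carrying autodegrading MDM2–luciferase fusion reporter; Input: 2000 cells in each well; Compound dosing: single-point 5 µM; Schedule: 2 h compound exposure at 37 °C; Signal: SteadyLite luciferase luminescence after 15 min room-temperature reagent incubation; Evaluation: % luminescence enhancement versus blank-corrected plate control mean; Benchmarks: plate controls and plate blanks.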
# Runt-SMMHC FRET: blocks binding of human RUNX1 Runt domain to CBFb-SMMHC; inhibition, % at 20 µM; Cerulean-Runt/Venus-CBFb-SMMHC FRET ratio 530/480, 1 h; Q01196+Q13951; 0.74% of 220,000 active;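 active = mean inhibition across duplicate retests at 20 µM reaching about 50%, limit read from the data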;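 also: 0% = DMSO wells and 100% = wells with excess untagged CBFb-SMMHC; inhibitors lower the FRET ratio by blocking Runt binding to CBFb-SMMHC; some results filed as inactive read as strong as hits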
# Target sequence (Q01196 whole entry, looked up, the tested form may be a part): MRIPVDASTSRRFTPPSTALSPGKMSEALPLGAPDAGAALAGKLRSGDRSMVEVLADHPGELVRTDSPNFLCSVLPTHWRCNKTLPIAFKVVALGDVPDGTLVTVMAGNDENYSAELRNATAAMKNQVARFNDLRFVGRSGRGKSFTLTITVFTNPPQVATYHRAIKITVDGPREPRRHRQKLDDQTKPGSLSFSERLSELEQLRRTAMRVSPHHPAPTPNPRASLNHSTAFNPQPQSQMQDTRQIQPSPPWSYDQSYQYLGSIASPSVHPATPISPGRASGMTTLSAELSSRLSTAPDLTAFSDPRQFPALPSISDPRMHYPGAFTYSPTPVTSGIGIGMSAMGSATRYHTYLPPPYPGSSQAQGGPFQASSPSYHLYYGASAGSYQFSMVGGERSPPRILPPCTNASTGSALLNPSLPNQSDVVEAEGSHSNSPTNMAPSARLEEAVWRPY
# Target sequence (Q13951 whole entry, looked up, the tested form may be a part): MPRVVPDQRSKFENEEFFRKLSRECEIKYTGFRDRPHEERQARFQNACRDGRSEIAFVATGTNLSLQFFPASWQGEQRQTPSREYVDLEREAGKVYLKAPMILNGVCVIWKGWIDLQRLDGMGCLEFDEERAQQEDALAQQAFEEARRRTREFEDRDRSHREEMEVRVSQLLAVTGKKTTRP
# NPY-Y1 PAM-ag: potentiators or agonists of human neuropeptide Y receptor Y1. P25929. NPY-Y1 expressing cells, potentiator/agonist activation. activation, % at 3.6 µM. 0.37% of 220,000 active; in the data active = activation above about 33%, passing the limit was not always enough;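 also: cells stimulated with NPY at EC10 then isoproterenol at EC100; 0% = low agonist plus stimulus and 100% = saturating agonist plus stimulus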
# Runt-CBFb FRET: inhibitors of human RUNX1 Runt domain binding to CBFb; Cerulean-Runt/Venus-CBFb FRET ratio 530/480, 1 h; AID 1496; inhibition, % at 20 µM; Q01196+Q13951; 0.46% of 220,000 active;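 active = inhibition over about 50% at 20 µM in the single-dose screen, limit read from the data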;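 also: 0% = DMSO wells and 100% = excess unlabeled CBFb competitor control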
#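 Assay system: Cerulean-Runt domain fusion protein, energy donor; Signal: fluorescence energy transfer, 422 nm excitation, 530/480 nm emission; Timing: 1 h compound exposure, room temperature; Control set: unlabeled CBFb; Medium: Tris buffer pH 7.5 with salts and BSA; Compound: single test concentration of 20 µM, 1% DMSO final; Probe or stimulus: Venus-CBFb 100 nM.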
# p97 ATPase inh: blocks human p97 ATPase activity; P55072; recombinant p97 ATPase, Kinase-Glo ATP luminescence, 3 h; inhibition, % at 8 µM; 0.42% of 220,000 active; AID 1481; in the data active = inhibition above about 15%;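 also: 0% = DMSO vehicle and 100% = wells lacking enzyme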
# Active calls of the source: *; . = not tested or not shown. This is a subset; rates above refer to the full screens.
# Below each SMILES – Hck-Nef inh	NPY2 pot ag	RBBP9 inhibitor	NPY Y1 blocker	Mdm2 ligase inh	Runt-SMMHC FRET	NPY-Y1 PAM-ag	Runt-CBFb FRET	p97 ATPase inh
- CC(=O)N1N=C(c2cccnc2)CC1c1ccccc1O (stereo not given)
 : -6	4	-5	-2	-2	-1	-1	1	-1
- CN(C)C(=O)Oc1ccc(Br)c2ccccc12
 : 3	-3	0	3	0	2	2	1	0
- Cn1c(O)c(C=NC2CC(C)(C)NC(C)(C)C2)c(=O)n(C)c1=O
 : 1	5	0	-7	-3	0	3	-2	6
- Cc1ccc(-n2c(-c3cccs3)nc3ccccc3c2=O)cc1
 : 2	-10	0	5	-1	3	-7	-2	1
- C=CCN1C(=O)C2(C(C(=O)OCC)=C(N)Oc3ccccc32)C2=C1CCCC2=O (stereo not given)
 : 14	15	-5	0	-10	-1	21	1	-1
- C=CCn1c(O)c(C=NC2CCN(Cc3ccccc3)CC2)c(=O)[nH]c1=O
 : 11	-19	-3	.	-4	-3	10	0	-1
- COc1ccc(-n2c(/C=C3/C(=O)Nc4ccccc43)nc3ccccc3c2=O)cc1
 : 0	13	-5	-1	-12	-2	13	-3	6
- Cc1ccc(CNCCc2ccccc2F)cc1
 : 4	8	6	6	0	2	-3	0	2
- C=C1N2CCC(CC2)C1(O)c1ccc(C)cc1 (stereo not given)
 : -1	4	-1	-1	-35	2	9	2	0
- COc1cc(CN=C(C)c2c(O)n(C3CCCCC3)c(=O)[nH]c2=O)cc(OC)c1
 : 16	-12	-11	.	-1	4	10	-6	4
- COc1ccc(OC)c(/C=N/OC(=O)Nc2ccc(Cl)cc2)c1
 : 15	6	-1	-3	-1	1	-31	-2	0
- O=C(CN1CC=C(c2ccccc2)CC1)NC(=O)NCc1ccccc1
 : -3	-17	-10	12	20	3	-16	-1	-4
- Cc1c2ccncc2c(C)c2c1[nH]c1ccccc12
 : 8	16	-3	-3	.	-50	4	-10	3
- COc1ccc(C(CC(=O)N2CCC3(CC2)OCCO3)NS(=O)(=O)c2ccc(OC)cc2)cc1 (stereo not given)
 : 2	4	-4	1	-1	2	-8	-1	2
- CC(C)(C)NC(=O)Cn1cc(C(=O)c2ccccc2F)c2ccccc21
 : -22	-4	-13	9	-12	4	-7	-1	-6
- CCC1(CC)C(=O)NC(=Nc2cccc(C(F)(F)F)c2)NC1=O
 : -2	0	-4	-2	-8	-6	15	-2	-5
- Cc1cc(Cl)ccc1OC(C)C(=O)O (stereo not given)
 : 0	-2	-7	6	-2	-18	-18	-1	5
- COCCNC(=O)c1c(N)n(CCC(C)C)c2nc3ccccc3nc12
 : 64*	6	-5	11	-16	59*	-11	43	0
- Cc1nc2ccccc2c(=O)n1-c1ccc(Br)cc1[N+](=O)[O-]
 : 23	1	-6	0	-3	-1	3	1	-5
- Cc1ccc(C(=O)N[C@@H](C)CN2C3=NC[C@H](Cc4ccccc4)N3C[C@H]2Cc2ccc(O)cc2)cc1Br
 : 10	.	.	.	22	2	.	1	.
- CCCCN1C(=O)NC(=O)/C(=C/c2cnc(SC)nc2)C1=O
 : -2	1	-13	-1	-14	9	-1	10	-7
- CCCCN1CCC(C#N)(Nc2ccccc2)CC1
 : 2	-8	-5	-3	-8	11	-11	-2	0
- O=C1NC(=O)C(=Cc2ccc(Sc3ccccc3)o2)C(=O)N1
 : 33	-6	-6	.	-70	44	-3	15	7
- Cc1ccc(-c2nc3ccccc3c(=O)n2-c2nccs2)cc1
 : -1	5	5	0	-11	-5	12	-4	4
- N#Cc1ccccc1Cn1cc(C(=O)c2cccs2)c2ccccc21
 : 2	9	9	5	-17	-2	-30	1	7
- Cn1c(O)c(C=NC2CC3CCC2(C)C3(C)C)c(=O)[nH]c1=O (stereo not given)
 : 5	-10	-6	-4	-9	2	-13	1	2
- C=CCn1c(O)c(C(CC)=NCc2ccc3c(c2)OCO3)c(=O)[nH]c1=O
 : 30	-20	-1	.	-15	1	-9	-1	0
- CCC(=NCCC(c1ccccc1)c1ccccc1)c1c(O)n(C)c(=O)n(C)c1=O
 : 6	16	-3	-1	-11	-6	8	1	1
- O=C(CN1CCN(c2ccccc2F)CC1)Nc1cccnc1Cl
 : -4	1	-7	0	-6	-2	-13	0	-4
- OC1/C(=C/c2ccccc2F)N2CCC1CC2 (stereo not given)
 : -1	-11	5	0	-15	-8	11	0	3

# A draw from above in order of SMILES length, largest number first.
# Below each SMILES – Hck-Nef inh	NPY2 pot ag	RBBP9 inhibitor	NPY Y1 blocker	Mdm2 ligase inh	Runt-SMMHC FRET	NPY-Y1 PAM-ag	Runt-CBFb FRET	p97 ATPase inh
- Cc1ccc(C(=O)N[C@@H](C)CN2C3=NC[C@H](Cc4ccccc4)N3C[C@H]2Cc2ccc(O)cc2)cc1Br
 : 10	.	.	.	22	2	.	1	.
- Cc1nc2ccccc2c(=O)n1-c1ccc(Br)cc1[N+](=O)[O-]
 : 23	1	-6	0	-3	-1	3	1	-5
- CCC1(CC)C(=O)NC(=Nc2cccc(C(F)(F)F)c2)NC1=O
 : -2	0	-4	-2	-8	-6	15	-2	-5
- COCCNC(=O)c1c(N)n(CCC(C)C)c2nc3ccccc3nc12
 : 64*	6	-5	11	-16	59*	-11	43	0
- CCCCN1C(=O)NC(=O)/C(=C/c2cnc(SC)nc2)C1=O
 : -2	1	-13	-1	-14	9	-1	10	-7
- N#Cc1ccccc1Cn1cc(C(=O)c2cccs2)c2ccccc21
 : 2	9	9	5	-17	-2	-30	1	7
- O=C(CN1CCN(c2ccccc2F)CC1)Nc1cccnc1Cl
 : -4	1	-7	0	-6	-2	-13	0	-4
- Cc1cc(Cl)ccc1OC(C)C(=O)O (stereo not given)
 : 0	-2	-7	6	-2	-18	-18	-1	5

# Additional records follow.
canonical_smiles	Hck-Nef inh	NPY2 pot ag	RBBP9 inhibitor	NPY Y1 blocker	Mdm2 ligase inh	Runt-SMMHC FRET	NPY-Y1 PAM-ag	Runt-CBFb FRET	p97 ATPase inh
CC(=O)Nc1cccc([As](=O)(c2cccc(NC(C)=O)c2)c2cccc(NC(C)=O)c2)c1	2	6	5	.	-4	0	26	-5	4
C[N+]1(C)CCOC(O)(c2ccc(-c3ccc(C4(O)C[N+](C)(C)CCO4)cc3)cc2)C1 (stereo not given)	-7	12	0	-1	.	-4	10	2	6
COc1ccc(OC)c(N2C(=O)NC(=O)/C(=C\c3ccc([N+](=O)[O-])s3)C2=O)c1	36	9	-5	7	-13	-2	6	19	7
CN1CCN(c2ccc(S(C)(=O)=O)cc2[N+](=O)[O-])CC1	2	12	-1	2	-11	-8	-14	-1	7
CCCCn1c(O)c(C(CC)=Nc2ccc(OC)cc2OC)c(=O)[nH]c1=O	2	2	-2	0	-9	-1	10	-2	2
Fc1ccc(Cn2nnnc2C(c2ccc(Cl)cc2)N2CC=C(c3ccc(F)cc3)CC2)cc1 (stereo not given)	1	4	0	7	2	2	-13	-1	4
COc1ccc(Cn2c(O)c(C=NCCN3CCOCC3)c(=O)[nH]c2=O)cc1	-1	6	-5	-7	-27	1	5	1	0
CN1[C@@H]2CC[C@H]1CC(OC(=O)C1C=Nc3ccccc31)C2 (stereo not given in full)	0	0	-3	2	.	-1	-5	-1	3
CCOC(=O)c1c(/N=C/C2C(=O)NC(=O)NC2=O)sc2c1CCC2	-36	3	-2	-1	-15	12	-22	20	10
CC(=O)C1C(=O)NC23CCCCC2C1c1ccccc1O3 (stereo not given)	5	-7	1	0	-8	-1	-9	-2	0
c1ccc(CCn2nnnc2CN2CCC(n3nnc4ccccc43)CC2)cc1	0	7	-4	2	-28	3	-10	1	-3
CCN1CCN(c2ccc([N+](=O)[O-])cc2C(=O)OC)CC1	23	5	-7	3	-14	0	-5	-1	0
Cc1ccc(C(=O)N[C@@H](C)CN2C3=NC[C@@H](Cc4ccccc4)N3C[C@H]2Cc2ccc(O)cc2)cc1Br	-14	0	2	-4	.	3	12	0	6
CCOC(=O)c1c(C)n(CCN2CCN(C)CC2)c2ccc(OC)cc12	-20	-15	-15	6	-17	0	-5	-2	-5
CN(C)c1cccc2c(C#N)ccc(N(C)C)c12	18	-5	9	-5	-17	-14	14	-6	6
Cc1nc2cc(C(F)(F)F)ccc2n1C1CCN(Cc2nnnn2CCc2ccccc2)CC1	13	14	2	-5	2	-7	-12	-2	-1
Cc1ccccc1OCCN=Cc1c(O)n(C)c(=O)n(C)c1=O	-1	-22	0	-2	-7	-1	12	-3	-1
Cc1cccn2c(=O)c3c(nc12)N1CCCCCC1C1(C3)C(=O)N(C)C(=O)N(C)C1=O (stereo not given)	5	-4	-6	.	-18	1	-6	3	-6
CC(C)[C@H]1C(=O)O[C@H](C(C)C)C(=O)N(C)[C@@H](C(C)C)C(=O)O[C@H](C(C)C)C(=O)N(C)[C@@H](C(C)C)C(=O)O[C@H](C(C)C)C(=O)N1C	7	24	6	3	3	-4	1	-1	-7
CCCC12CN3CC(CCC)(CN(C1)C3c1ccccn1)C2=O (stereo not given)	1	-1	-4	3	5	2	-2	-1	-3
CC12CCC3C(CC=C4CC(O)CCC43C)C1C/C(=C\c1ccccc1F)C2=O (stereo not given)	1	-8	-6	3	-6	-8	-5	-7	3
O=C(Cc1ccccc1)Oc1ccc(N2C(=O)C3CCCCC3C2=O)cc1 (stereo not given)	2	17	-4	0	.	-4	3	-5	5
COc1ccc2[nH]c(C)c(CCN3CCC(=O)C(C)C3C)c2c1 (stereo not given)	2	1	-9	3	-4	-3	9	0	-4

# Screening data deposited in PubChem by several laboratories.
